SF-1 act: activates the human nuclear receptor SF-1; activation, % at 10 µM; Q13285; AID 522; actives 1.9% (n = 65,000); CHO-K1 Gal4-SF-1 LBD luciferase reporter; % increase over DMSO SF-1-specific signal;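 active = activation above the mean activation of all tested compounds plus 3 SD, cut at about 50% in these data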
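Material: Gal4–SF-1 LBD one-hybrid luciferase reporter in CHO-K1 cells | Amount: 4,000 cells per well | Compound dosing: 10 µM single point, 1% DMSO | Schedule: 20 h compound treatment, 37 °C | Measured by: SteadyLite luciferase luminescence | Evaluation: Percent activation versus DMSO | Control set: DMSO-treated SF-1-transfected cells as negative, DMSO-treated mock-transfected cells lacking SF-1 as background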
TNAP act mid DEA: activators of human TNAP at intermediate phosphate acceptor; activation factor at 20 µM; 64,000 tested, under 10 active; AID 813; purified TNAP, CDP-star luminescence, 100 mM DEA, 30 min; active compounds read high; scale: 0 levamisole-inhibited, 1 vehicle-only enzyme; P05186;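 active = activation factor of at least 2 at 20 µM, relative to controls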
Fluor 339 460: intrinsic fluorescence of library compounds, ex339/em460 – biochemical, MLSMR library, data from DPM-DC assay, artefact control, profiling panel; compound autofluorescence, ex339/em460 nm, NADH buffer; active compounds read high; 1 = no-compound wells, NADH background; fluorescence fold increase at 10 µM; actives 5.5% (n = 65,000); AID 709;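 active = at 10 µM, mean starting fluorescence two-fold or more over control wells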;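 also: signal is the first read of a kinetic run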
RORA act: RORA (human) activation | P35398 | CHO-K1 Gal4-RORA LBD luciferase reporter, luminescence; percent increase over mock-subtracted basal signal | activation, % at 10 µM | actives 1.5% (n = 65,000);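 active = activation above the mean of all tested compounds plus 3 SD, cut at about 49% in these data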;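 also: 0% = DMSO-treated RORA cells and 100% = added signal equal to DMSO minus mock-transfected cells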
Ec RNAP inh: Escherichia coli RNA polymerase inhibition; inhibition, %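 (tested at 10 µM)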; E. coli RNA polymerase, fluorescence transcription assay; P0A8V2; AID 559; actives 0.2% (n = 62,000); in the data active = inhibition above about 20%;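 also: 0% = enzyme without compound and 100% = no enzyme blank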
Target sequence (P0A8V2 whole entry, looked up): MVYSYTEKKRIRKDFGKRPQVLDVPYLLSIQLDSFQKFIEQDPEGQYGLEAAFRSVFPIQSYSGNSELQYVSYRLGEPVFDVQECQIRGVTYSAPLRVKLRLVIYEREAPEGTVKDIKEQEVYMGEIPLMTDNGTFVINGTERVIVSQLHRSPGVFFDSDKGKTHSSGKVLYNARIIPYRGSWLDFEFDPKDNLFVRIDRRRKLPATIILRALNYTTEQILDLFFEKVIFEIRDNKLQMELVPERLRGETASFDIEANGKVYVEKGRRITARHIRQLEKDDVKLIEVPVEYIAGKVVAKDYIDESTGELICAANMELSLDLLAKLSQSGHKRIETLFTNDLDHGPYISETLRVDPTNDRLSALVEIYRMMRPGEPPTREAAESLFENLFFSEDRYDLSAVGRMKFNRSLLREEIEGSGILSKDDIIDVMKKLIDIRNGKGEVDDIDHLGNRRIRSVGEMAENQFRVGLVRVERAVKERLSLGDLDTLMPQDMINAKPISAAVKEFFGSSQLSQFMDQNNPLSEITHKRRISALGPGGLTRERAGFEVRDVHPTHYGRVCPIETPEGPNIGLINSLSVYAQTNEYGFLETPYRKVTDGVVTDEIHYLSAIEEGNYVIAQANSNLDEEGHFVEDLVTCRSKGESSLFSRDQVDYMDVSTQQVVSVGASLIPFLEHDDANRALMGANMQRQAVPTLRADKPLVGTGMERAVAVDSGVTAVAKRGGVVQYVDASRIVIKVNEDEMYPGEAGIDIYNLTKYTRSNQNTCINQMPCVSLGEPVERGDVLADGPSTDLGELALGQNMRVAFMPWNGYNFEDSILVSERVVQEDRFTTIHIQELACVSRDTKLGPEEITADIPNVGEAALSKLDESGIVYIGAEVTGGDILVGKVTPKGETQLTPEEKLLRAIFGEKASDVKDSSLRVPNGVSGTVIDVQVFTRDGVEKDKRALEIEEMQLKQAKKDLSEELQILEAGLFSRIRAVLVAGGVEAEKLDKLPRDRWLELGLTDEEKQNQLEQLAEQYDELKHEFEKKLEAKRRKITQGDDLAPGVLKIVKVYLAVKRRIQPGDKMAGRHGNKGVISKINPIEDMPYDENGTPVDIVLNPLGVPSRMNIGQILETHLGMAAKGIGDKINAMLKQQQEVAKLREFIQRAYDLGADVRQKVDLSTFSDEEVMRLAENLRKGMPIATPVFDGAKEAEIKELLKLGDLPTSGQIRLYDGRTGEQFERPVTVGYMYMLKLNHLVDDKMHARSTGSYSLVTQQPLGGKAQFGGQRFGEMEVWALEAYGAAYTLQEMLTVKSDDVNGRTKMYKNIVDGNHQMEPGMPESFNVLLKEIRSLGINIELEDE
M1 antag: blocks the rat M1 muscarinic receptor response to acetylcholine; CHO-M1 cells, Fluo-4 calcium, ACh EC80 antagonist mode; active compounds read low; B-score at 10 µM; actives 3.4% (n = 64,000); AID 628;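 active = calcium fluorescence response, raw or row-and-column corrected B-score, differing from the plate sample mean either way at a set confidence level, mostly lower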
NADH enzymes: inhibition of NAD/NADH coupling enzymes, library profiling | coupled PK/LDH NADH assays, four targets | IC50, µM (series often up to 10 µM), for the others: top-dose inhibition | actives 0.02% (n = 65,000);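 active = single-dose screening hits from any of four coupled enzyme assays that gave an IC50 when retested across doses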;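 also: the DPM-DC format reads NADH fluorescence rather than 340 nm absorbance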
M1 agonist: agonists of M1 muscarinic receptor. AID 626. CHO-M1 cells, Fluo-4 calcium fluorescence, agonist mode; active compounds read high. actives 3% (n = 64,000). B-score at 10 µM;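 active = fluorescence rise, raw or as B-score row- and column-corrected plate score, outside the 99.7% band of its plate's samples, either direction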
tolC growth inh: blocks growth of E. coli BW25113 tolC mutant; OD615; growth inhibition, % at 10 µM (by protocol); actives 2.2% (n = 65,000);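 active = growth inhibition at or above a cutoff equal to the mean over every tested compound plus 3 SD, cut at about 60% in these data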;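 also: growth measured after 20 h incubation at 37 °C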
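Assay system: tolC-deleted E. coli BW25113. Medium: kanamycin-containing LB broth (50 µg/mL). Dosing: 10 µM final, single dose. Timing: bacterial growth with compound for 20 h at 37 °C. Detection: A615 absorbance measurement. Read-out basis: growth inhibition in percent.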
* hit, by the source's call; · = no result given; [ ] = dose if it differs, or a comment.

SMILES	SF-1 act	TNAP act mid DEA	Fluor 339 460	RORA act	Ec RNAP inh	M1 antag	NADH enzymes	M1 agonist	tolC growth inh
O=C(CNS(=O)(=O)c1ccc(C(=O)N2CCOCC2)cc1)N1CCOCC1	-7	0.9	1	3	2	0.42	6%	0.13	-16
CCCOC(=O)c1ccc(OC(=O)c2ccco2)cc1	14	0.8	1.1	-11	-1	-0.076	2%	0.16	2
Cc1noc(C)c1CSc1ccccc1C(=O)Nc1nccs1	-6	1	1.1	0	-2	0.25	4%	0.34	-14
O=C(O)CCCCCN1C(=O)CSC1=S	-32	1	1.1	-59	-6	-6.4*	4%	0.29	6
Cc1cc(/C=N/n2cnnc2)c(C)n1-c1cccc(C(=O)O)c1	-1	1.1	1.1	12	5	-0.17	5%	-0.45	-20
O=C1CCCC2=C1C(c1ccccc1)C1=C(CCCC1=O)O2	-14	0.9	1.1	-4	6	-0.14	3%	0.065	-9
COc1c(C(=O)N2CCCC2)ccc2ccccc12	-4	0.9	1.1	-16	5	0.58	3%	0.18	-8
Cc1cc(-c2nnc3n2N=C(c2ccc(-c4ccccc4)cc2)CS3)n[nH]1	-21	1	1.2	2	7	-0.63	3%	-1	92*
COc1ccc(C2CC(c3cc(Br)ccc3F)n3nnnc3N2)cc1 (stereo not drawn)	-8	0.8	1.1	-3	-7	-0.071	3%	-0.91	42
CCOc1ccc(C(=O)N2CCN(c3ccccc3)CC2)cc1OCC	-2	1	1.1	-10	-10	0.76	1%	-0.84	8
Cc1ccc(-c2nnn(CC(=O)NCc3ccccc3)n2)c(-n2cnnn2)c1	-8	0.9	1	-6	5	-0.26	9%	0.93	-5
Cc1cc(=O)oc2cc(OCC#N)ccc12	11	0.8	1.8	20	11	-0.16	2%[fluoresces]	-0.091	-11
COC(=O)c1ccccc1S(=O)(=O)N(Cc1ccco1)Cc1cc2cc(OC)ccc2[nH]c1=O	-4	0.8	2.1*	-15	5	-0.19	15%	7.7*	-12
CC(=O)c1c(N2CCCCC2)nc(=O)n(-c2ccccc2)c1C	-4	0.9	1.1	0	3	-0.079	4%	0.092	-15
COC(=O)C(C)Sc1nnc(Cc2cc(=O)[nH]c(=O)[nH]2)n1-c1ccc(OC)cc1 (stereo not drawn)	-15	0.9	1.1	-10	-4	-0.99	4%	-0.7	-2
O=S1(=O)C=CC(Nc2cccc(Cl)c2)C1 (stereo not drawn)	8	0.8	1	-21	12	0.073	3%	0.11	10
COc1cccc(-n2c(SCC(=O)NC3CCCCC3)nc3n[nH]c(C)c3c2=N)c1	30	0.9	1.2	22	-2	-0.15	5%	-0.3	27
CCn1c(COc2ccccc2C)nnc1SCC(=O)Nc1cc(C)on1	-8	0.9	1.1	3	·	0.23	7%	-0.0037	-10
Cc1ccc(C(=O)Nc2ccccc2NC(=O)c2ccc(C)o2)o1	-20	1	1.1	-22	-2	0.059	9%	0.11	-4
Cc1nc(NC2=NCN(C3CCCCC3C)CN2)nc2ccccc12 (stereo not drawn)	-4	0.9	1.2	41	-3	-4.9*	8%	-1.3	-19
CCOC(=O)c1sc(NC(=O)CSc2nc(-c3ccco3)cc(C(F)(F)F)n2)c(C#N)c1C	-10	0.9	1.4	-12	6	·	6%	·	-16
O=C(CSCc1c(F)cccc1Cl)NCc1ccco1	2	1	1.1	-11	7	-0.42	3%	1.5*	0
O=C(c1cc2cc(Cl)ccc2oc1=O)N1CCOCC1	2	1	1.2	-14	9	0.55	3%	0.93	-2
NC(=O)c1ccccc1OCCOCCOCCOc1ccccc1C(N)=O	4	0.9	1.1	-20	7	0.25	4%	-0.56	5
O=C(CSc1nccn1-c1cccc(Cl)c1)NC1CCCC1	2	0.9	1.1	6	-5	0.15	2%	-0.4	6

Record cards (already shown):
`CCn1c(COc2ccccc2C)nnc1SCC(=O)Nc1cc(C)on1` as listed: SF-1 act = -8; TNAP act mid DEA = 0.9; Fluor 339 460 = 1.1; RORA act = 3; Ec RNAP inh = ·; M1 antag = 0.23; NADH enzymes = 7%; M1 agonist = -0.0037; tolC growth inh = -10
`O=C1CCCC2=C1C(c1ccccc1)C1=C(CCCC1=O)O2` as listed: SF-1 act = -14; TNAP act mid DEA = 0.9; Fluor 339 460 = 1.1; RORA act = -4; Ec RNAP inh = 6; M1 antag = -0.14; NADH enzymes = 3%; M1 agonist = 0.065; tolC growth inh = -9

Further results:
SMILES	SF-1 act	TNAP act mid DEA	Fluor 339 460	RORA act	Ec RNAP inh	M1 antag	NADH enzymes	M1 agonist	tolC growth inh
Cn1c(=O)[nH]c(=O)c2c1nc(NCCCn1ccnc1)n2Cc1cccc(Br)c1	-9	1.3	1	-4	8	0.078	4%	0.76	-19
Cc1cccc(-c2nsc(SCC(=O)Nc3cc(C)on3)n2)c1	-3	0.9	1	7	10	0.069	4%	-0.49	-10
CCC(=O)Nc1sc2c(c1C(N)=O)CCC2	-13	1	1.2	-7	-9	-0.5	2%	0.34	-5
Cc1cc2nnc(SCC(=O)NCc3cccs3)n2c(N)n1	-4	1	0.96	-7	·	0.053	5%	-0.34	-25
O=C(Nc1ccc(N2CCCC2)cc1)c1cccc(F)c1	-37	0.8	0.98	19	1	-0.16	3%	0.74	4
Cc1ccc(-n2c(C)nc3oc4ccccc4c(=O)c3c2=O)cc1	18	0.9	1.2	68*	·	-0.35	9%	-0.88	-8
Nn1c(SCC(=O)NC2CCCCC2)nnc1-c1ccccc1	-14	1	1.1	-21	0	0.73	2%	0.00033	-1
CS(=O)(=O)N(CC(=O)NCCSC1CCCCC1)c1ccc2c(c1)OCO2	7	0.9	1.1	1	7	·	10%	·	1
COC(=O)N(C)CCCC1(C)C(=O)N(C)c2ccc(O)cc21 (stereo not drawn)	2	0.9	1	3	0	-4.8*	5%	-0.094	-5
Cc1nc2sc(C(c3ccco3)N3CCC(Cc4ccccc4)CC3)c(O)n2n1 (stereo not drawn)	12	0.9	1	8	-6	-0.019	6%	-0.28	27
COc1ccc(-n2c(Cn3c(=O)sc4ccccc43)nnc2SCC(=O)N2CCCCC2)cc1	-8	0.9	1.1	-1	7	0.0098	4%	0.79	13
Cc1nc(S(=O)(=O)NC2CCCCC2)c(C#N)c(C)c1Cl	-1	1	1.1	-2	5	-0.024	6%	1.2	23
Cc1cc(C)nc(NC2=NCC(=O)N2CCc2c[nH]c3ccccc23)n1	11	0.9	1.5	-15	4	0.052	9%	-0.074	2
CC(Cc1ccc(O)c(O)c1)C(C)Cc1ccc(O)c(O)c1 (stereo not drawn)	-29	0.6	0.94	-37	51*	-1.2	4%	0.06	17
COc1ccc(-c2noc(C3CCCN(C(=O)c4ccccc4OC)C3)n2)cc1OC (stereo not drawn)	17	0.9	1	10	6	-0.13	5%	-0.022	17
CCOC(=O)N1CCN(C(=O)c2ccc3c(=O)n(-c4ccc(OC)cc4)c(=S)[nH]c3c2)CC1	-2	1	1.1	-7	1	0.27	3%	0.28	-33
Cc1ccc(S(=O)(=O)N2CCN(C)CC2)cc1-c1nnc2c3ccccc3c(C)nn12	6	0.9	1.1	15	6	-0.44	4%	0.36	-6
CCOc1ccc(NC(=O)CSc2nnc(-c3ccccc3Cl)n2Cc2ccco2)cc1	3	1	1.1	4	2	0.24	3%	-0.97	33
Cc1c(-c2nc(N)nc(Nc3ccccc3F)n2)oc2ccccc12	73*	0.8	1.3	108*	13	0.072	3%	-0.0033	18
Brc1ccc(CSc2nnc(-c3cnccn3)n2Cc2ccco2)cc1	-8	0.9	1.1	-5	6	-0.75	4%	1.6	64*
O=C(OC1CCCCC1)c1ccc2c(c1)C1C=CCC1C(C(=O)O)N2 (stereo not drawn)	23	0.9	1.2	17	-6	-0.52	0%	-1.1	3
CCCC(=O)Nc1c(C(=O)OCC)[nH]c2ccccc12	-10	0.9	1.5	-10	3	0.41	3%	0.82	-13
CCCN(c1ccc(C(C)C)cc1)S(=O)(=O)c1c(C)noc1C	2	0.9	1.1	5	-4	-1.4	3%	1.6	-1
Cc1cnc(C(=O)OCC(=O)Nc2cc(Cl)cc(Cl)c2)cn1	10	1	1.1	5	5	1.2	4%	0.57	-8
COc1cccc(C2CC(c3cccc(C)c3)n3ncnc3N2)c1 (stereo not drawn)	5	1	1	-7	6	0.5	5%	0.28	22

The list goes on:
SMILES	SF-1 act	TNAP act mid DEA	Fluor 339 460	RORA act	Ec RNAP inh	M1 antag	NADH enzymes	M1 agonist	tolC growth inh
O=C(CN1CCOCC1)OCCCc1ccccc1	-6	1	1.1	12	4	0.94	8%	-0.67	-26
Cc1ccc(-n2c(C)nc3c(cnn3-c3ccc(F)cc3)c2=O)cc1C	21	0.9	1.1	17	9	-1.2	4%	3.5*	-24
CCOC(=O)N1CCN(C(=O)CN2C(=O)COc3ccc(C)cc32)CC1	-4	0.9	1	27	8	-0.064	12%	1.3	-15
C=CCn1c(C)cc(C(=O)CSc2nnc(-c3cccc(S(=O)(=O)N(CC)CC)c3)o2)c1C	2	1	1.1	21	5	0.49	1%	1.9	10
Cc1cc2c(cc(C(=O)OCC(=O)NCc3cccs3)n2C(C)C)o1	12	0.9	1	57*	9	0.059	2%	0.88	75*
COc1cccc(-c2cc(C(=O)N3CC4(C)CC3CC(C)(C)C4)no2)c1 (stereo not drawn)	-1	0.9	1.2	25	1	-0.5	3%	0.61	80*
Cc1ccc(S(=O)(=O)C(C#N)c2nc3ccccc3nc2N2CCC(C)CC2)cc1 (stereo not drawn)	3	0.9	1.6	22	4	0.42	9%	-0.1	34
CCOCCCn1c(=S)[nH]c2cc(C(=O)N3CCC(C(N)=O)CC3)ccc2c1=O	5	0.9	1.1	0	1	1.5	6%	-0.32	-13
CCOC(=O)C1CCCN(C(=O)c2cc3c(=O)n4cccc(C)c4nc3n2C)C1 (stereo not drawn)	-13	1.1	3.4*	-16	1	0.078	2%[fluoresces]	0.44	7
CCOC(=O)C1=C(C)NC(=O)NC1c1ccc2c(c1)OCO2 (stereo not drawn)	7	0.9	1.1	6	10	0.2	0%	0.12	3
O=C(Nc1ccccc1)NC1CCN(CCCN2C(=O)c3ccccc3C2=O)CC1	1	0.9	1.1	-27	4	·	4%	·	-7
CCN(CC)C(=O)COc1ccc(Br)cc1Cl	-16	0.9	1.1	-19	8	-1.1	1%	-1.2	22
CCC(c1nnc(SCC(=O)NCC2CCCO2)n1Cc1ccccc1)N(C)C (stereo not drawn)	-2	0.9	0.98	-15	10	0.7	1%	0.18	-11
COC(=O)c1cn(CC(=O)NCc2cccs2)c2ccccc12	34	0.9	1.1	32	8	0.39	10%	-0.91	-6
CCn1c(=N)n(CCO)c2ccccc21	-2	0.9	1	25	9	0.25	5%	-0.2	-4
CCOc1ccc(-n2cc(C(=O)NCc3ccco3)c3cc(OC)c(OC)cc3c2=O)cc1	1	0.9	1.1	-4	6	0.43	7%	0.042	-14
CCOC(=O)C1CCN(CC(O)COc2ccc(C(C)=O)cc2)CC1 (stereo not drawn)	10	1	1.1	-20	0	-2.1	4%	-0.035	-6
[O-][n+]1onc2c1CCc1nnc(-c3ccccc3)cc1-2	-17	0.9	1.1	-10	1	-0.72	5%	0.68	-7
O=c1c2c3nc4ccccc4nc3n(-c3ccc4c(c3)OCCO4)c2ncn1C1CCCC1	20	1	1.4	0	0	0.19	9%	0.12	1
CCOC(=O)c1c(NC(=O)CN2CCOCC2)sc2c1CCCC2	-4	0.9	1.2	0	4	1.3	0%	0.17	31
